TRPC4 block: blocks the mouse TRPC4 cation channel. Q9QUQ5. HEK293 TRPC4beta/mu-opioid, DAMGO-evoked Fluo4 calcium flux; hits give low values. B-score at 10 µM. actives 0.39% (n = 300,000). AID 2247;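 active = B-score over 3 SD under the library average, no early fluorescence shift, positive overall ratio signal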
Target sequence (Q9QUQ5 whole entry, looked up): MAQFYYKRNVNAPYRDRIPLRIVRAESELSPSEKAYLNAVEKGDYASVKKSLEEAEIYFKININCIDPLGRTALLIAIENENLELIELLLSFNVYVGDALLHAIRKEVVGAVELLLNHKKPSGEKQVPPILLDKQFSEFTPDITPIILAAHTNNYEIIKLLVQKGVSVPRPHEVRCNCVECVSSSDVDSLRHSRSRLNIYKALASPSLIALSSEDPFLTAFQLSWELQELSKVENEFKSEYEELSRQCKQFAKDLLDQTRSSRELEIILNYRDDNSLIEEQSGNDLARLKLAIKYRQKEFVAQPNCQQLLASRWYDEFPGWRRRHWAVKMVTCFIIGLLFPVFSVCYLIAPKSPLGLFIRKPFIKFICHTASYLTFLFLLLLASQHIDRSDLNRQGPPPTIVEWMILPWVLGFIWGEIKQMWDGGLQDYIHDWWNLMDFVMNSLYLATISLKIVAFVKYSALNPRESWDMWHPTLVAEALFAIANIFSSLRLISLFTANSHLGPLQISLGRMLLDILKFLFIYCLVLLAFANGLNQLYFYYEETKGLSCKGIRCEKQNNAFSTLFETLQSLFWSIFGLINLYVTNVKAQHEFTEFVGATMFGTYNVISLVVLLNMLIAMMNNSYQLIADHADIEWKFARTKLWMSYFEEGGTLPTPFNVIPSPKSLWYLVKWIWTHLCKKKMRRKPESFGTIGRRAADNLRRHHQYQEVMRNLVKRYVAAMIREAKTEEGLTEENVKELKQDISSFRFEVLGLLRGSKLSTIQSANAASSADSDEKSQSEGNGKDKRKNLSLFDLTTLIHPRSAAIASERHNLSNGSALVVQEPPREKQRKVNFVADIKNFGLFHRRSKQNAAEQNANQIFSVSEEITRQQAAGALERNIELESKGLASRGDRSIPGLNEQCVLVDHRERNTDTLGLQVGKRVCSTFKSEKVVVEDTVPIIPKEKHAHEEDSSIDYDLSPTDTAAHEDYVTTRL
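Assay system: HEK293 cells with stable TRPC4beta plus mu-opioid receptor expression; Probe or stimulus: DAMGO in two steps, submaximal then maximal; Dosing: single-point compound dosing; Measured by: Fluo4 calcium-dye fluorescence, kinetic read; Read-out basis: B score from integrated Fluo4 fluorescence ratio.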
KCNQ1 block: human KCNQ1 channel inhibition; actives 1.3% (n = 310,000); CHO-K1 KCNQ1, FluxOR thallium flux fluorescence; hits give high values; B-score at 10 µM; P51787;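 active = compounds whose thallium flux B-score, printed positive for inhibition, exceeds three library SD while starting fluorescence stays within three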;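 note: channel opened by potassium depolarization with thallium stimulus after 20 min compound exposure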
TRPC4 potent: allosteric potentiators of mouse TRPC4 channel. B-score at 10 µM. AID 2227. HEK293 TRPC4beta/mu-opioid, DAMGO EC20, Fluo-4 Ca2+ flux; hits give high values. Q9QUQ5. actives 0.42% (n = 310,000);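 active = B-score of calcium response area above 5 SD of library B-scores, with initial fluorescence ratio within 5 SD of library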;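 note: B-score of integrated fluorescence ratio over time as area under calcium response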
PolyA inh: inhibitors of polyadenylation in S. cerevisiae; AID 1875; actives 0.02% (n = 300,000); calls only at 12 µM; S. cerevisiae SKY197-pL101 polyadenylation reporter, beta-gal luminescence; efflux-impaired pdr1/pdr3 knockout yeast; score 100 = 6 SD above DMSO;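 active = lowest replicate activity score at least 50, where 100 means six control SD above control mean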;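 note: yeast exposed to compound for 9 h at 30 °C; higher score means more reporter readthrough which indicates perturbed polyadenylation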
KCNK9 block: blocks the human KCNK9 two-pore domain potassium channel. HEK293 KCNK9, FluxOR thallium flux fluorescence; hits give low values. Q9NPC2. B-score at 10 µM. AID 488922. actives 1.2% (n = 310,000);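 active = ratio B-score over 3 SD below the library mean, with starting fluorescence within 5 SD of its mean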;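 note: negative B-score means less thallium flux so channel inhibition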
Dyrk1A ADPGlo: inhibitors of rat Dyrk1A kinase. actives 0.43% (n = 310,000). inhibition, % at 12.5 µM. AID 504441. ADP-Glo luminescence, NFATc1 peptide; in the data active = inhibition above about 50%;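 note: plate controls were vehicle with enzyme for no effect and no enzyme for full effect; many of its hits are not listed in these tables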
KCNQ1 pot: potentiators or activators of human KCNQ1 potassium channel. actives 0.35% (n = 310,000). CHO-K1 KCNQ1, thallium flux FluxOR fluorescence; hits give high values. B-score at 10 µM. P51787;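 active = fluorescence ratio B-score, a plate-corrected score, at least three library SD, with initial intensity B-score within 5 SD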
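Assay system: stable KCNQ1 CHO-K1 line; medium: assay buffer, equal DMSO in all wells; timing: 90 min dye loading and 20 min compound exposure, both at room temperature; technique: kinetic FluxOR thallium fluorescence, 10-s 1-Hz baseline, 110-s post-stimulus read; read-out basis: B score of baseline-normalized fluorescence ratio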
Platelet DG rel: platelet dense granule release activity | human platelet-rich plasma, SFLLRN dense granule ATP release, luminescence | inhibition, %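 (compounds screened at 7.5 µM in platelet-rich plasma)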 | actives 0.22% (n = 300,000) | AID 1663;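 active = mean replicate score, as percent of positive control, at or above 50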
hERG rescue: compounds protecting human hERG from proarrhythmic drug block. actives 0.51% (n = 310,000). Q12809. CHO-hERG, FluxOR thallium flux, dofetilide IC70 present. AID 1511. activation (rescue from dofetilide block), less the hit threshold, % at 10 µM;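 active = activation above the mean of controls blocked by dofetilide plus 5 SD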;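 note: thallium influx through hERG after potassium depolarization seen as dye fluorescence rise; in these data hits start at about 4.7%; inactives centre near -7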
TRPC4 act: TRPC4 (mouse) channel activation; Q9QUQ5; HEK293 TRPC4beta/mu-opioid, Fluo4 calcium fluorescence; hits give high values; B-score at 10 µM; actives 0.49% (n = 310,000);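 active = B-score above 5 SD of library B-scores, and initial fluorescence ratio not above library mean plus 5 SD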;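 note: positive B-score marks a calcium rise read as TRPC4 activation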
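System: HEK293 cells stably co-expressing mouse TRPC4beta and mu-opioid receptor; Schedule: Fluo4 dye loading 45 min at room temperature, 110 s recording; Detection: Fluo4 fluorescence, kinetic; Evaluation: B-scored integrated calcium fluorescence ratio; Controls: buffer (low) and maximal DAMGO (high).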
KCNK3 block: human KCNK3 channel inhibition, primary screen; O14649; CHO-KCNK3 thallium flux, FluxOR fluorescence; hits give low values; B-score at 10 µM; actives 0.84% (n = 340,000);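 active = B-score under library mean minus 4 SD, starting fluorescence ratio at most library mean plus 5 SD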;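 note: more negative B-score means stronger inhibition of thallium flux through KCNK3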
Starred values were filed as active, the others as inactive; i = inactive; . = no result given.

SMILES	TRPC4 block	KCNQ1 block	TRPC4 potent	PolyA inh	KCNK9 block	Dyrk1A ADPGlo	KCNQ1 pot	Platelet DG rel	hERG rescue	TRPC4 act	KCNK3 block
Cc1ccc(NC(=O)c2ccccc2NC(=O)CCC(=O)O)cc1	i	i	i	.	i	4	i	1	-6	i	i
O=S(=O)(c1ccc2c(c1)nc1n2CCC1)N1CCOCC1	i	i	i	i	i	-4	i	1	-12	i	i
CCS(=O)(=O)N1CCC(C(=O)Oc2ccccc2Cl)CC1	i	i	i	i	i	1	i	-6	-6	i	i
O=[N+]([O-])c1ccc2c(c1)oc1ccccc12	i	i	i	i	i	-2	i	1	-11	i	i
CCCCC(C(=O)O)C(C)CC(=O)NNC(=O)c1ccco1 (configuration not stated)	i	i	i	i	i	-1	i	13	-8	i	i
c1ccc(COc2cccc(CNn3cnnc3)c2)cc1	i	i	i	i	i	-1	i	-6	-1	i	i
CC1CCCN(C(=O)c2ccc(-c3ccccc3Cl)o2)C1 (configuration not stated)	i	i	i	i	i	6	i	-18	-10	i	i
CCc1ccccc1NC(=O)Nc1cccn(Cc2ccccc2F)c1=O	i	i	i	i	i	0	i	-3	-7	i	i
CCCCC(=O)NC(=S)NNC(=O)CC#N	i	i	i	i	i	-2	i	0	-3	i	i
Cc1cc(=O)oc2cc(OCC(=O)N3CC(C)OC(C)C3)ccc12 (configuration not stated)	i	i	i	i	i	.	i	-16	-12	i	.
CC1(C)Cc2c(c(N3CCCC3)nc3sc4c(N5CCNCC5)ncnc4c23)CO1	i	i	i	i	i	.	i	-18	-18	i	.
O=C(CSc1ncnc2c(-c3ccc(Cl)cc3)nsc12)c1ccccc1	i	i	i	i	i	2	i	3	4	i	i
N/C(=N\OC(=O)N1c2ccccc2Sc2ccccc21)c1ccccc1	i	i	i	i	i	0	i	-4	-13	i	i
COc1ccc(OC)c(S(=O)(=O)Nc2ccc(C(N)=O)cc2)c1	i	i	i	i	i	2	i	0	-1	i	i
Cc1c(N=c2scc(-c3ccccc3)n2C)c(=O)n(-c2ccccc2)n1C	i	i	i	i	i	1	i	-3	0	i	i
O=C(CSc1nnc2ccccn12)NNC(=O)c1ccc(Br)cc1	i	i	i	i	i	-2	i	11	-18	i	i
CCOc1ccc(C2C(C(=O)c3ccco3)=C(O)C(=O)N2CCCn2ccnc2)cc1 (configuration not stated)	i	i	i	i	i	-7	i	-3	-12	i	i
CCOc1ccccc1NC(=O)CSc1nc(=O)n(Cc2ccncc2)c2c1CCC2	i	i	i	i	i	-5	i	20	-10	i	i
O=C(NCc1cccc(CNC(=O)C(=O)NCc2ccco2)c1)C(=O)NCc1ccco1	i	i	i	i	i	5	i	4	-5	i	i
CC(=O)c1ccccc1NC(=O)CN1C(=O)CS/C1=C\c1nc(-c2ccc(C)cc2)cs1	i	i	i	i	i	0	i	-2	-6	i	i

The last four compounds of the section before come first, to join the parts.
SMILES	TRPC4 block	KCNQ1 block	TRPC4 potent	PolyA inh	KCNK9 block	Dyrk1A ADPGlo	KCNQ1 pot	Platelet DG rel	hERG rescue	TRPC4 act	KCNK3 block
CCOc1ccc(C2C(C(=O)c3ccco3)=C(O)C(=O)N2CCCn2ccnc2)cc1 (configuration not stated)	i	i	i	i	i	-7	i	-3	-12	i	i
CCOc1ccccc1NC(=O)CSc1nc(=O)n(Cc2ccncc2)c2c1CCC2	i	i	i	i	i	-5	i	20	-10	i	i
O=C(NCc1cccc(CNC(=O)C(=O)NCc2ccco2)c1)C(=O)NCc1ccco1	i	i	i	i	i	5	i	4	-5	i	i
CC(=O)c1ccccc1NC(=O)CN1C(=O)CS/C1=C\c1nc(-c2ccc(C)cc2)cs1	i	i	i	i	i	0	i	-2	-6	i	i
CC(=O)c1sc(NCCOc2ccc(C)cc2)nc1C	i	i	i	i	i	.	i	0	-9	i	i
COC(=O)CSC1=C(C#N)C(c2ccc3c(c2)OCO3)C2=C(CCCC2=O)N1 (configuration not stated)	i	i	i	i	i	4	i	4	-11	i	i
O=C(COC(=O)c1ccccc1Nc1ccc(SC(F)F)cc1)NCc1ccco1	i	i	i	i	i	-3	i	0	-6	i	i
CSCCOC(=O)C1=C(C)Nc2ccc(C)cc2S1	i	i	i	i	i	-5	i	-8	-4	i	i
Cc1ccc(S(=O)(=O)NCCSc2nnnn2C)cc1	i	i	i	i	i	-1	i	-4	-12	i	i
COc1ccc(/C=N/NC(=O)c2ccccc2O)cc1CSc1ccccn1	i	i	i	i	i	-4	i	0	-11	i	i
FC(F)(F)c1cc(-c2ccc3c(c2)OCO3)nc(NCc2ccco2)n1	i	i	i	i	i	3	i	2	-12	i	i
O=C(CCSc1nnc(-c2ccncc2)o1)Nc1cccc(Cl)c1	i	i	i	i	i	.	i	-12	-3	i	i
CC(=O)c1cccc(NC(=O)CCC2CCCC2)c1	i	i	i	i	i	3	i	-11	-6	i	i
CCN(CC(=O)NCc1ccc(F)cc1)C(=O)CN1CCN(c2cc(Cl)ccc2C)CC1	i	i	i	i	i	6	i	12	-11	i	i
Cc1oc(-c2cccc(Cl)c2)nc1CN1CCC(C(=O)NCc2cccnc2)CC1	i	i	i	i	i	4	i	3	-4	i	i
CCC(=O)N1c2ccc(C)cc2C2=NNC(=S)NC21O (configuration not stated)	i	i	i	i	i	-4	i	11	1	i	i
CCCCn1nc2cc(C(=O)NCCCCc3ccccc3)ccc2c1OCC	i	i	i	i	i	-5	i	1	-12	i	i
Cc1ccc(C2(c3ccc(C)cc3)CC2C(=O)Nc2ccc([N+](=O)[O-])cc2O)cc1 (configuration not stated)	i	11*	i	i	i	.	i	-2	-11	i	i
COc1ccc(/C=N/OCC(=O)Nc2cc(C)on2)cc1OC	i	i	i	i	i	0	i	-7	-6	i	i
O=C(NCC(O)c1ccc([N+](=O)[O-])cc1)C(c1ccccc1)c1ccccc1 (configuration not stated)	i	i	i	i	i	4	i	1	-16	i	i
CCc1nnc(NC(=O)CSc2nnc(-c3ccco3)o2)s1	i	i	i	i	i	-1	i	-9	-3	i	i
CCOC(=O)C(NC(=O)Nc1ccc(Cl)cn1)(Oc1ccc(F)cc1)C(F)(F)F (configuration not stated)	i	i	i	i	i	5	i	-2	-5	i	i
CCN(CC)Cc1c(O)ccc2c(=O)c(-c3ccc(Cl)cc3)coc12	i	i	i	i	i	4	i	-3	-3	i	i
CC1(C)CC(=O)C(C=Nc2ccc(N)cc2)=C(O)C1	i	i	i	i	i	5	i	0	-20	i	i
COc1cc(C(=O)Oc2cc(N)n(S(=O)(=O)c3ccc(F)cc3)n2)cc(OC)c1OC	i	i	i	i	i	-1	i	-2	-5	i	i
O=S(=O)(c1ccc(F)cc1)N1CCC2(CC1)OCCN2S(=O)(=O)c1cccs1	i	i	i	i	i	6	i	.	-4	i	i
CCOc1ccccc1NC(=O)CCCn1cc([N+](=O)[O-])cn1	i	i	i	i	i	0	i	-1	-15	i	i
Cc1ccc2onc(CC(=O)O)c2c1	i	i	i	i	i	-4	i	35	-1	i	i
O=C(OCc1ccc(F)cc1)c1cccnc1Cl	i	i	i	i	i	-10	i	1	-6	i	i
CC(=O)Oc1oc(-c2ccccc2)nc1C=Nc1ccccc1	i	i	i	i	i	6	i	0	-5	i	i
OCC1(Cc2ccccc2)CCN(Cc2cnc(-c3ccc(Cl)cc3)nc2)CC1	i	i	i	i	i	-2	i	-8	-22	i	i
CNS(=O)(=O)c1ccc(NC(=O)C2c3ccccc3Oc3ccccc32)cc1	i	i	i	i	i	-3	i	5	-10	i	i
CCNC(=O)C1Cc2cc(S(=O)(=O)N3CCCC3)ccc2N1C(C)=O (configuration not stated)	i	i	i	i	i	-3	i	4	-12	i	i
CN(C(=O)CSc1nnc2ccccn12)C1CCS(=O)(=O)C1 (configuration not stated)	i	i	i	i	i	-2	i	-1	-4	i	i
O=C(NCc1ccco1)/C(=C/c1ccc(F)cc1)NC(=O)c1ccccc1	i	i	i	i	i	4	i	-6	-7	i	i
C=CCn1c(-c2ccc(OC)cc2)nc2ccccc21	i	i	i	i	i	7	i	0	-11	i	i
O=c1c(-n2cncn2)c[nH]n1-c1cccc(Cl)n1	i	i	i	i	i	7	i	-2	-8	i	i
Cc1ccc(C(=O)NCC(=O)OCC(=O)Nc2cccc(S(=O)(=O)N3CCCC3)c2)cc1C	i	i	i	i	i	-4	i	1	-16	i	i
CCOC(=O)Cn1cc(C(=O)C(=O)N2CCOCC2)c2ccccc21	i	i	i	i	i	-3	i	8	-8	i	i
CCOC(=O)c1c(CC(C)C)csc1/N=C/C1=C(O)CCCC1=O	i	i	i	i	i	.	i	-3	-4	i	i
CSc1ccc(/C=C/C(=O)c2c(O)cc(C)oc2=O)cc1	i	i	i	i	i	3	i	-1	-4	i	i
O=C1C(C2=NC(C(=O)O)C3C(=O)N(c4ccccc4)C(=O)C23)=C(O)c2ccccc21 (configuration not stated)	i	i	i	i	i	1	i	2	-7	i	i
O=C(O)CNC(=O)/C(=C\c1ccc2c(c1)OCO2)NC(=O)c1ccc(Br)cc1	i	i	i	i	i	4	i	0	-10	i	i
N#Cc1ccccc1S(=O)(=O)N1CCN(c2ccc(S(=O)(=O)N3CCOCC3)cn2)CC1	i	i	i	i	i	-4	i	16	-3	i	i
O=C(O)CCn1c2ccccc2c2nc3ccccc3nc21	i	i	i	i	i	5	i	0	-2	i	i
CCc1c(C)[nH]c2c(C)cccc2c1=O	i	i	i	i	i	12	i	4	-6	i	i
CCCc1cc(N2CCN(C(=O)c3ccco3)CC2)n2c(nc3ccccc32)c1C#N	i	i	i	i	i	4	i	3	-13	i	i
COc1ccc(S(=O)(=O)NCC(=O)N(CC(=O)NCC2CCCO2)c2ccccc2C)cc1 (configuration not stated)	i	i	i	i	i	3	i	9	-13	i	i
O=C(NC1CCCCC1)C(c1cccs1)N(C(=O)c1ccco1)c1ccc2c(c1)OCCO2 (configuration not stated)	i	i	i	i	i	2	i	3	-8	i	i
Cc1ccccc1N/N=C/c1sc(=O)n(Cc2cccc(C(=O)O)c2)c1Cl	i	i	i	i	i	-5	i	5	-3	i	i
CC(=O)Nc1ccc(OCC(O)Cn2c3ccccc3c3ccccc32)cc1 (configuration not stated)	i	i	i	i	i	8	i	7	-17	i	i

Screens: PubChem, several laboratories

The list is partial (hit frequency here may not be typical).
